Bioassay records (PubChem BioAssay)
C-LANA FP = inhibitors of KSHV LANA C-terminal domain DNA binding; 340,000 tested, 0.078% active; MBP-C-LANA/FAM-LBS DNA binding, fluorescence polarization; inhibition, % at 9 µM;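 active = highest replicate inhibition at or above 60% at 9 µM, even if other replicates fall short; inactive = all replicates below 60% inhibition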;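 also: 0% = neutral control wells and 100% = 4 µM acridine orange control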
PfHsp90 set2 = reduces growth (ATP signal) of yeast expressing P. falciparum Hsp90. S. cerevisiae expressing PfHsp90, BacTiter-Glo ATP, 48 h; yeast lacking PDR1 and PDR3 efflux regulators. inhibition, % at 9.4 µM. 310,000 tested, 0.32% active;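 active = every replicate shows inhibition above about 80%, whatever the replicate mean, limit read from the data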;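 also: 0% = DMSO neutral controls and 100% = 20 µM radicicol positive controls; yeast relying on Plasmodium falciparum Hsp90 in place of its own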
RTF Ca sens act = increases calcium sensitivity of human cardiac regulated thin filaments. AID 493008. IANBD-labeled TnC RTF fluorescence at EC20 calcium; 0% EC20 calcium, 100% full calcium. activation, % at 7.2 µM. 340,000 tested, 0.24% active. P19429+P45379;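 active = activation above the mean over all tested compounds plus 3 SD, cut at about 30% in these data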;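 also: rise in fluorescence read as greater calcium sensitivity of cardiac thin filaments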
dFosB activator = enhances mouse delta FosB homodimer DNA binding | P13346 | purified delta FosB, TAMRA-CDK5 oligo fluorescence polarization; percent of positive-control signal above neutral wells | activation, % at 25 µM | 340,000 tested, 0.99% active | AID 493131;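 active = mean activation above about 17%, with every replicate also reaching it, limit read from the data, passing the limit was not always enough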;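 also: fluorescence polarization rise as delta FosB binds a TAMRA Cdk5 AP-1 oligo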
Target sequence (P13346 whole entry, looked up): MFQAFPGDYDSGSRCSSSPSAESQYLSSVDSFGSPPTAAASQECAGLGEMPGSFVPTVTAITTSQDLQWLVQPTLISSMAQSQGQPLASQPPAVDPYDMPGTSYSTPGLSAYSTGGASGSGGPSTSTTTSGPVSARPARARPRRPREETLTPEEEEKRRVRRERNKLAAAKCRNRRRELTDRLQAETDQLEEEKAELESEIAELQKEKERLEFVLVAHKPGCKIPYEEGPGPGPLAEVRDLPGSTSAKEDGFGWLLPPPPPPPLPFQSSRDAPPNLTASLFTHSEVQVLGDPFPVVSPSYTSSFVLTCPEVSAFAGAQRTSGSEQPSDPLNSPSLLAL
Keap1 Nrf2 FP = disrupts human Keap1 binding to Nrf2 peptide | Keap1 Kelch-Nrf2 peptide fluorescence polarization, 1536-well | inhibition, % at 9.4 µM | 340,000 tested, 0.15% active; in the data active = inhibition above about 12%;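 also: human Keap1 Kelch domain with fluorescein labeled Nrf2 9mer peptide probe; 0% = neutral control wells and 100% = peptide positive control; higher means more block of Keap1 binding to Nrf2 peptide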
Target sequence (Q14145 whole entry, looked up, the tested form may be a part): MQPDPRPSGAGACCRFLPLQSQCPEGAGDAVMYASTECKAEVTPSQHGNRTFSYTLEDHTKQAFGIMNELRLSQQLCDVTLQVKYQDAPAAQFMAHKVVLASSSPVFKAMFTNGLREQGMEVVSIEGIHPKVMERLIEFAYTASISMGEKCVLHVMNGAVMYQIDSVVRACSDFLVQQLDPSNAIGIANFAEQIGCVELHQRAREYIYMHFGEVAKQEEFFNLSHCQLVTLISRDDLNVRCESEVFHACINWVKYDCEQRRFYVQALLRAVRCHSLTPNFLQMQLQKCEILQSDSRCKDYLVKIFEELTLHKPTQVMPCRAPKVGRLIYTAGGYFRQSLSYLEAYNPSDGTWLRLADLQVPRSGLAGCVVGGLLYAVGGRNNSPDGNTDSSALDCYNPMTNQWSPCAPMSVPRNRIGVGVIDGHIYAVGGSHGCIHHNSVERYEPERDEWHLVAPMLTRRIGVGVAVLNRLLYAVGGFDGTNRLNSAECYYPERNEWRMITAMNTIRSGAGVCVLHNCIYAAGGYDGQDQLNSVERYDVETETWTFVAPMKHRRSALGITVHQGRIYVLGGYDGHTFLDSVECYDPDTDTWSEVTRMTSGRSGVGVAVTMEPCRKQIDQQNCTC
Rtt109 HAT inh = inhibitors of Candida albicans Rtt109/Vps75 histone acetyltransferase; Q5AAJ8; purified Rtt109/Vps75, ThioGlo CoA-SH fluorescence, 4 h; inhibition, % at 34.9 µM; 330,000 tested, 0.16% active; AID 540336;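 active = inhibition of at least 50% in every replicate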
PvdQ inh = blocks Pseudomonas aeruginosa PvdQ acylase activity. AID 488965. inhibition, % at 10 µM. purified PvdQ acylase, fluorescence plate reader. 340,000 tested, 0.063% active; in the data active = inhibition above about 30%, passing the limit was not always enough;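 also: 0% = vehicle neutral wells and 100% = reference inhibitor wells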
NSD2 HMT inh = blocks human histone methyltransferase NSD2 | O96028 | NSD2 peptide methylation, AlphaScreen, 120 min | inhibition, % at 12.5 µM | 310,000 tested, 0.54% active | AID 743445; in the data active = inhibition above about 50%
SUMO Mot1 rescue = inhibitors of SUMOylation pathway: yeast Mot1-301 growth rescue; S. cerevisiae Mot1-301 growth rescue, ATP luminescence, 38.5C; percent above DMSO median, 100 means doubled; growth rescue, % at 18.8 µM; 320,000 tested, 1% active;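 active = every valid replicate shows activation above 250% relative to neutral control wells; inactive = the rest, any valid replicate at or below 250%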;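 also: OY570 slx delta 5 strain wells were the positive control but not used for scaling; some compounds called inactive have numbers as strong as hits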
CDK5 p35 inh = CDK5/p35 (human) kinase inhibition; Recombinant CDK5/p35, ADP-Glo luminescence, 60 min; inhibition, % at 10 µM; 330,000 tested, 0.01% active; AID 488839;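 active = highest replicate inhibition of at least 50% and at least 75% of replicates reaching 50%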;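 also: plate controls were DMSO neutral control for no effect and GW8510 at 10 µM for full effect; many of its hits are not listed in these tables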
Cardiac RTF inh = cardiac RTF calcium desensitization; 340,000 tested, 0.12% active; inhibition, % at 7.15 µM; P19429+P45379; IANBD-labeled cardiac RTF, Ca2+ fluorescence;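 active = inhibition above the mean inhibition of all tested compounds plus 3 SD, cut at about 17% in these data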;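 also: assay run at fixed EC70 calcium of 1.6 mM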
* = called active by the depositor; · = no result given.

Second line of a record: PfHsp90 set2 | PvdQ inh | RTF Ca sens act | NSD2 HMT inh | dFosB activator | Keap1 Nrf2 FP | Rtt109 HAT inh | C-LANA FP | SUMO Mot1 rescue | CDK5 p35 inh | Cardiac RTF inh
CCOc1cccc(/C(O)=C2/C(=O)C(=O)N(Cc3ccco3)C2c2ccncc2)c1 (stereo not given)
  1 | -3 | -4 | 1 | 0 | 0 | 2 | -1.7 | -5 | 0.4 | -4
COc1cc2c(Cc3ccccc3)cncc2cc1O
  · | -8 | -1 | 0 | -3 | 4 | -5 | -0.2 | · | 3.0 | -8
Cc1ccc(SC(C)C(=O)Nc2cccc(N(C)S(C)(=O)=O)c2)cc1 (stereo not given)
  16 | -5 | -7 | -1 | -10 | -3 | 6 | 0.4 | 5 | 0.3 | 7
CCc1ccc(OCCCC(=O)Nc2nnc(C3CCCO3)s2)cc1 (stereo not given)
  -43 | -13 | 6 | -1 | -17 | -6 | -15 | -0.8 | 14 | -2.9 | 6
CN(C)N=C1c2cc(S(=O)(=O)N(C)C)ccc2-c2ccc(S(=O)(=O)N(C)C)cc21
  19 | -16 | 1 | 1 | 8 | -2 | 7 | 0.7 | -4 | 1.0 | 5
CN(c1ccccc1)S(=O)(=O)c1cccc(NC(=O)CSc2nnc(C3CC3)n2C)c1
  1 | -1 | -7 | -2 | -10 | 0 | · | 0.5 | -6 | -3.1 | -10
CN(CC(=O)Nc1ccncc1)S(=O)(=O)c1ccc(Cl)cc1
  -26 | -12 | -1 | 0 | -7 | -5 | -9 | 1.2 | -9 | 0.2 | -1
CCOC(=O)c1cnc(SCC(=O)c2ccccc2)nc1N
  -14 | -10 | -5 | · | -1 | 5 | -11 | 4.7 | -9 | -0.1 | -4
O=C(O)CN1C(=O)C2(OCCCO2)c2ccccc21
  3 | -3 | -2 | -3 | 3 | 5 | -2 | 2.6 | -6 | -0.7 | -12
CC1CCCN(Cc2c(O)ccc3c2O/C(=C\c2ccco2)C3=O)C1 (stereo not given)
  7 | -5 | -7 | 23 | -11 | -1 | 6 | 64 | -2 | -0.1 | -14
CCOC(=O)N=S(=O)(Oc1ccc([N+](=O)[O-])cc1)c1ccccc1 (stereo not given)
  · | -1 | 0 | -2 | 3 | 1 | 9 | 0.8 | -3 | -0.8 | -8
O=C(NCc1ccc(Cl)cc1)C(=O)c1c[nH]c2ccccc12
  1 | -1 | -5 | -2 | 1 | -5 | · | -1.5 | -7 | 1.5 | 2
COc1cc(COCC(O)CN2CCCCC2C)cc(OC)c1OC (stereo not given)
  -10 | -4 | -1 | -2 | -1 | -3 | -3 | -0.7 | 295 | -1.0 | 2
CCOc1ccc(C(=O)OC(C)C(=O)N2CCN(Cc3ccccc3)CC2)cc1 (stereo not given)
  · | -9 | -1 | -2 | -4 | 1 | 1 | 1.4 | 4 | -0.6 | 6
O=C(Nc1ccc2ccccc2n1)c1ccccc1Cl
  5 | -11 | -4 | -3 | -10 | -1 | 9 | 2.5 | -7 | 1.3 | -3
CC(/C=C1\SC(=S)N(CC(=O)N2CCN(c3ccccc3)CC2)C1=O)=C\c1ccccc1
  14 | 4 | 0 | -1 | -8 | -1 | 6 | 0.1 | 9 | -1.0 | -3
O=C(NCCCN1CCCC1=O)C1CCN(S(=O)(=O)c2ccccc2)CC1
  10 | -11 | -1 | 0 | 10 | 0 | 1 | -1.0 | -7 | -0.1 | -14
O=C(CCc1nc(-c2ccccc2F)no1)Nc1cccnc1
  8 | 0 | 1 | 1 | 5 | 1 | -5 | -0.9 | -10 | -0.9 | -3
CCCS(=O)(=O)c1c(S(=O)(=O)CCC)c2ccc(C(C)=O)cn2c1C(=O)OC
  -19 | -13 | -1 | -1 | -3 | -4 | -5 | 0.6 | 18 | 2.2 | 1
Cc1ccc(NC(=O)N(CCCN2CCOCC2)Cc2cccnc2)cc1C
  -9 | -3 | -3 | · | 5 | -1 | 4 | -0.2 | -32 | 0.7 | -2
CCCCN(C(=O)Cn1nnc2ccccc21)C(C(=O)NCc1ccco1)c1ccncc1 (stereo not given)
  · | -8 | 0 | · | -2 | -1 | 22 | -1.0 | -15 | 3.8 | -5
Cc1c(Cc2ccccc2)c(=O)oc2c(C)c(OC(C)C(=O)NCC3CCC(C(=O)O)CC3)ccc12 (stereo not given)
  -16 | -3 | 0 | · | -5 | 2 | 11 | 2.3 | 245 | -2.4 | -6
CC1CCC2(CC1)NC(=O)N(CC(=O)NC(=O)NC1CCCC1)C2=O (stereo not given)
  -2 | -8 | 9 | -5 | -7 | -4 | 9 | -0.9 | -2 | -1.5 | -23
COCCN(C(=S)Nc1c(C)cccc1C)C(C)c1cccs1 (stereo not given)
  12 | -14 | -1 | 0 | -3 | -1 | -11 | -0.3 | -22 | -1.8 | -3
CC1CCC(NC(=O)c2cc(S(=O)(=O)N3CCCCC3)c[nH]2)CC1 (stereo not given)
  20 | -1 | 2 | · | -8 | -5 | 3 | 0.2 | -13 | -0.1 | -4
COc1ccc(Cl)cc1S(=O)(=O)Nc1ccncc1
  13 | -14 | · | 0 | -4 | -2 | -2 | -0.4 | -10 | -0.4 | ·
Cc1ccc(NC(=O)CC(C)CC2=NS(=O)(=O)c3ccccc3N2)cc1 (stereo not given)
  20 | 6 | 3 | · | -6 | 0 | -2 | 0.6 | -19 | 1.8 | -4
COC(C(=O)Nc1ccc(S(=O)(=O)Nc2c(C)cccc2C)cc1)c1ccccc1 (stereo not given)
  3 | -10 | -1 | -3 | 11 | -7 | 3 | -1.7 | 17 | 1.0 | -11
CC1(C)CC(=O)C=C(Nc2ccc(Cl)cc2)C1
  15 | -18 | -2 | -1 | -3 | -3 | -6 | 0.9 | 1 | 0.8 | -3
COc1ccccc1C(C(=O)NC1CCCC1)N(C(=O)c1csnn1)C1CC1 (stereo not given)
  2 | 10 | -4 | -4 | -9 | 3 | -1 | 0.8 | -19 | 4.7 | 10
Cc1cc(C(=O)Nc2ccccc2N2CCOCC2)c2ccccc2n1
  12 | -6 | -4 | -1 | -3 | -1 | 2 | 2.2 | · | 0.7 | -6
CSc1ccc(CN2CCN(C(C)C)C(CCO)C2)cc1 (stereo not given)
  -4 | 0 | -5 | 2 | 2 | 1 | -5 | -0.7 | 2 | 1.3 | 0
CCCC(=O)Nc1cc(OC)c(NC(=O)NC2CCCCC2)cc1OC
  -53 | -13 | 3 | 3 | -2 | 0 | · | 1.7 | -15 | -1.2 | 1
COc1ccc2nc(NC(=O)CSc3nc(SC)ns3)sc2c1
  5 | 1 | -5 | -2 | 9 | -1 | -2 | 1.0 | 13 | -0.1 | 0
CN(C(=O)CSc1nncn1-c1ccccc1)c1ccccc1
  -10 | -14 | -3 | 49 | -3 | -6 | 0 | -1.2 | 9 | 0.2 | 12
COc1ccc(C(=O)NCC(=O)N2CCC(C)CC2)cc1OC
  -9 | -1 | -1 | 6 | 5 | 2 | -8 | 0.4 | 0 | -1.3 | -5
CC(=O)N1c2ccccc2NC(=O)C1(C)C
  -6 | -13 | -2 | 2 | 2 | -5 | -4 | -1.7 | · | 0.4 | -3
Cc1ccc(C(=O)O)cc1N1C(=O)c2cccc3cc(Br)cc(c23)C1=O
  -9 | 0 | 8 | 1 | -4 | -5 | -2 | -0.2 | 5 | -5.4 | 1
Cc1ccc2nc(-c3cccnc3)oc2c1
  · | 1 | 5 | -9 | -19 | 2 | -10 | -0.3 | 4 | -0.4 | -16
NC(=NC(=O)c1ccc(OCC(F)(F)F)nc1)c1ccccc1
  2 | 5 | 2 | -3 | -9 | -2 | 0 | 0.4 | -2 | 1.9 | 0
COc1ccc(CCNc2cc(-c3ccccc3)nc3ncnn23)cc1
  15 | -12 | 8 | -3 | -11 | -1 | 1 | 1.8 | -21 | 2.0 | -17
Cc1csc(-c2coc3cc(O)cc(C)c3c2=O)n1
  -21 | 2 | -1 | 1 | -39 | 5 | 12 | 0.5 | 120 | 0.2 | 4
O=C(COC(=O)/C=C/c1ccc([N+](=O)[O-])cc1)NNC(=O)c1ccccc1
  11 | -9 | 5 | 5 | -1 | 1 | -3 | 3.4 | 8 | 1.2 | 0
CCOC(=O)C1=C(C)N(C[C@@H]2CC[C@@H](Cc3ccc(-c4ccccc4)cc3)O2)C(=O)NC1c1ccc(Cl)cc1 (stereo not given in full)
  3 | -4 | -3 | · | -8 | -4 | -1 | -0.6 | · | 3.8 | -2
CN(C(=O)COC(=O)C1(C)CC1(Cl)Cl)c1c(N)n(Cc2ccccc2)c(=O)[nH]c1=O (stereo not given)
  -9 | -8 | -3 | -1 | -4 | -3 | -7 | -1.0 | -1 | -1.2 | -7
COc1ccc(C(=O)Nc2ccnn2C2CCN(CCC(C)c3ccc(C)o3)CC2)cc1 (stereo not given)
  -9 | -10 | -1 | 7 | 4 | -3 | 17 | 0.6 | -13 | 0.3 | 0
COC(=O)c1c(NC(=S)NNC(=O)c2ccc(Cl)s2)sc(C(=O)N(C)C)c1C
  -45 | -4 | -2 | 1 | -9 | -1 | 4 | -2.7 | 4 | 0.2 | -6
COc1ccccc1-c1c(C)oc2c(CN3CCCC(C)C3)c(O)ccc2c1=O (stereo not given)
  -21 | -11 | 1 | 4 | 0 | -4 | -2 | 1.8 | · | 1.1 | -6
O=C(Cn1ccnc1)c1ccc(Cl)cc1
  -14 | 2 | -6 | -1 | -3 | -4 | 0 | -0.4 | 26 | 0.1 | -5
COc1ccc(OCC(O)CN2C(=O)c3ccccc3S2(=O)=O)cc1 (stereo not given)
  -28 | -1 | 1 | -1 | 1 | 1 | 4 | 0.2 | 13 | -0.7 | -10
O=C1CC(N2CCN(c3ccccc3F)CC2)C(=O)N1c1ccc(F)cc1 (stereo not given)
  16 | -1 | 0 | -3 | 1 | -9 | 2 | -0.8 | 5 | 0.6 | -14
CN(C)c1ccc(-c2nc3cnccn3c2Nc2ccc3c(c2)OCCO3)cc1
  12 | -3 | 0 | 1 | -17 | 3 | 0 | 3.1 | -6 | 0.6 | -8
O=C(Nc1ccc(S(=O)(=O)N2CCOCC2)cc1)c1ccccc1F
  5 | -17 | -2 | -7 | -6 | -4 | -1 | -0.1 | -17 | -3.4 | -2

In another format: 2 of the compounds above.
CN(C)c1ccc(-c2nc3cnccn3c2Nc2ccc3c(c2)OCCO3)cc1
  PfHsp90 set2 = 12 | PvdQ inh = -3 | RTF Ca sens act = 0 | NSD2 HMT inh = 1 | dFosB activator = -17 | Keap1 Nrf2 FP = 3 | Rtt109 HAT inh = 0 | C-LANA FP = 3.1 | SUMO Mot1 rescue = -6 | CDK5 p35 inh = 0.6 | Cardiac RTF inh = -8
O=C(Nc1ccc(S(=O)(=O)N2CCOCC2)cc1)c1ccccc1F
  PfHsp90 set2 = 5 | PvdQ inh = -17 | RTF Ca sens act = -2 | NSD2 HMT inh = -7 | dFosB activator = -6 | Keap1 Nrf2 FP = -4 | Rtt109 HAT inh = -1 | C-LANA FP = -0.1 | SUMO Mot1 rescue = -17 | CDK5 p35 inh = -3.4 | Cardiac RTF inh = -2

Outcome played no part in choosing rows. Share with any hit: about 3.2%.
